GSK3beta inhib = inhibitors of human GSK3beta kinase. activity score (negative = inhibition), % at 10 µM. AID 2097. GST-GSK3beta kinase, ADP-Glo luminescence, 60 min; stronger effect = lower value. hit rate 0.038% among 300,000. P49841;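 active means more than half of replicate wells score below -50%, meaning over 50% inhibition versus plate controls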;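 further: 0% = median DMSO wells and -100% = median GW8510 positive control wells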
Target sequence (P49841 whole entry, looked up): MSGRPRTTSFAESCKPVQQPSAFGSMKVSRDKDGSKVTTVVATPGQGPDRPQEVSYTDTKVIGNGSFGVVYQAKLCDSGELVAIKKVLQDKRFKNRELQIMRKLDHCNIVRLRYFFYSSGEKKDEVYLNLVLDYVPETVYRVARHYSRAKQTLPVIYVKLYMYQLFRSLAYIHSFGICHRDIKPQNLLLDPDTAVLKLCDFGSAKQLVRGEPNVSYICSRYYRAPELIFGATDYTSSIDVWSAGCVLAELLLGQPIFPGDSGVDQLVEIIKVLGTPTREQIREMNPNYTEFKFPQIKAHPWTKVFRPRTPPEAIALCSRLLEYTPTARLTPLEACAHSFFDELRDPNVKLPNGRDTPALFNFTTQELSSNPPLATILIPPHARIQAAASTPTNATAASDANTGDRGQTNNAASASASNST
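Assay system: GST-fused GSK3beta enzyme, cell-free / Medium: Tris pH 7.5 buffer with MgCl2, DTT, BSA, heparin / Also added: peptide substrate plus 25 µM ATP (final) / Compound: 10 µM single point / Timing: kinase reaction with compound 60 min at room temperature / Detection: ADP-Glo luminescence / Benchmarks: DMSO neutral wells and GW8510 at 20 µM as positive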
aSyn 5UTR inh = MLPCN primary screen, SNCA 5' untranslated region; hit rate 0.82% among 300,000; AID 1813; alpha-synuclein 5'UTR reporter, inhibitor activity; inhibition, % (tested at 7.5 µM); in the data active means inhibition above about 60%;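 further: H4 neuroglioblastoma cells stably carrying SNCA 5'UTR luciferase fusion; 0% = DMSO wells and 100% = positive control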
HSF1 activator = increases HSF-1 driven luciferase reporter signal; NIH3T3-HGL HSF-1 luciferase reporter, MG132, 8 h; 100% = twice DMSO control signal; activation, % at 9 µM; hit rate 1.7% among 300,000; AID 504408;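 active means mean replicate activation of at least 50% with a set share of replicates each reaching 50%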;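 further: 0% = median of the neutral control wells and 100% = twice that signal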
HSP90 inh = blocks HSP90-mediated luciferase refolding in reticulocyte lysate | Rabbit reticulocyte lysate, luciferase refolding luminescence, 3 h | inhibition, % at 5.6 µM | hit rate 0.91% among 290,000 | AID 1789;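 active means inhibition above the screen-wide mean plus 3 SD, computed separately per campaign, cut at about 16% in these data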;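 further: 0% = DMSO wells and 100% = 60 µM geldanamycin wells; inhibitors lower the luminescence because luciferase stays unfolded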
AI-2 QS modul = Vibrio harveyi AI-2 quorum sensing modulation; Vibrio harveyi JMH597 AI-2 luminescence/OD600 ratio, 9 h; stronger effect = lower value; strain lacks LuxN and CqsS sensors; 0 = neutral-control median; activity change, % at 7.5 µM; hit rate 0.4% among 300,000; AID 2094; in the data active means activity change below about -75%, passing the limit was not always enough;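 further: luminescence divided by OD600 gain over 9 h not by final OD600 alone; inactives centre near 13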
GSK3A inh = human GSK-3 alpha kinase inhibition. P49840. hit rate 0.1% among 320,000. ADP-Glo luminescence, 60 min. inhibition, % at 10 µM;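 in the data active means inhibition above about 50%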;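 further: GST-tagged GSK-3 alpha with peptide substrate and 25 µM ATP; 0% = DMSO neutral wells and 100% = GW8510 positive control wells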
Target sequence (P49840 whole entry, looked up): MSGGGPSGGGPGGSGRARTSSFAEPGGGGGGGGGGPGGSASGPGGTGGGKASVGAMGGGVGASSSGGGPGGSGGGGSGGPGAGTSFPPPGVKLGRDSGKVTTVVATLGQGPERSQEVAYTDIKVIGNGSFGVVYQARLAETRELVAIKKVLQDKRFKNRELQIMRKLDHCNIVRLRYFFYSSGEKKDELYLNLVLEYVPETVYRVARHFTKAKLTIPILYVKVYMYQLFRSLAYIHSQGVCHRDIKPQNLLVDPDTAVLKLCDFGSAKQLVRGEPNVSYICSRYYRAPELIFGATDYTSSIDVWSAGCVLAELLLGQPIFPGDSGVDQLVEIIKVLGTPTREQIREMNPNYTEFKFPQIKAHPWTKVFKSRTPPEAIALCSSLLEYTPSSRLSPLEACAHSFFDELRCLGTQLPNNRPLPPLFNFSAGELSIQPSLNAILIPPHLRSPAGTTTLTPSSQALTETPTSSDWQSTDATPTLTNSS
HSF1 inhib = HSF1 inhibition; NIH3T3-HGL HSE-luciferase, MG132-induced, luminescence 8 h; stronger effect = lower value; activity change, negative = inhibition, % at 7.5 µM (by protocol); hit rate 0.77% among 300,000; AID 2098;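 active means more than half of replicate wells show activity change below -50%, luminescence cut by over half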;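 further: luciferase reports HSF-1 transcriptional activity via heat shock element; 0% = median of DMSO wells and -100% = zero luminescence signal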
KLF5 inhibitor = suppresses KLF5 promoter-driven expression | AID 1700 | hit rate 0.23% among 290,000 | DLD-1 KLF5 promoter-luciferase reporter, luminescence | inhibition, % at 5 µM;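 active means inhibition above a per-plate limit of that plate's mean compound inhibition plus 3 SD, cut at about 60% in these data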;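 further: 0% = DMSO wells and 100% = LY294002 at 200 µM; higher means less KLF5 promoter-driven luciferase light; inactives centre near -14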
HIF activator = HIF pathway transcriptional activation | AID 1910 | activation, % at 7.5 µM (by protocol) | U2OS HRE-luciferase reporter, luminescence; normalized: DMSO 0%, desferrioxamine 100% | hit rate 0.32% among 300,000;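 active means mean activation of at least 10% of the iron chelator positive control signal, with at least half of replicates also reaching 10%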
IEC-6 tox = counter-screen for KLF5 inhibitors: cytotoxicity in IEC-6 cells. hit rate 0.78% among 290,000. inhibition, % at 5 µM. IEC-6 cytotoxicity, luminescence viability; in the data active means inhibition above about 22%;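 further: 0% = plate median of test compound wells and 100% = cytotoxic reference compound wells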
* hit, by the source's call; x = no result given.

SMILES	GSK3beta inhib	aSyn 5UTR inh	HSF1 activator	HSP90 inh	AI-2 QS modul	GSK3A inh	HSF1 inhib	KLF5 inhibitor	HIF activator	IEC-6 tox
COc1ccc(-c2nc3n(c2C)Cc2ccccc2-3)cc1	-23	-129	23	6	11	-2	11	-15	5.0	6
Cc1cc(OCC[N+]2(C)CCCCC2)nc2ccccc12	-3	-8	-8	1	15	-14	-8	-32	-0.1	-9
CN(C)/C=C(\C#N)S(=O)(=O)c1ccccc1	2	1	-32	-1	20	0	-16	-14	1.8	-3
O=C(Nc1ccccc1Cl)N(Cc1nc2ccccc2c(=O)[nH]1)Cc1cccs1	-2	28	21	0	1	0	13	-30	-0.1	4
O=C(O)c1cc(S(=O)(=O)NC2CCCc3ccccc32)ccc1O (stereo unspecified)	x	-9	-18	-2	x	-6	-1	4	0.7	-3
CCOC(=O)c1ccc(N2Cc3ccccc3C2)cc1O	-2	-122	21	-1	17	0	1	-88	1.7	0
Cc1cc(C)c(S(=O)(=O)NNC(=O)C2CCN(Cc3ccccc3)CC2)c(C)c1	2	11	1	-1	12	-3	-1	-29	0.0	2
COc1ccc(C(=O)N/N=C/c2cc3ccccc3[nH]c2=S)cc1	0	1	18	-4	73	3	9	-22	-49	2
NC(=O)CSc1nnc(NC(=O)c2cccc(S(=O)(=O)N3CCCCC3)c2)s1	2	19	-4	1	17	-2	-9	9	-0.1	4
COc1cc(/C=C/C(=O)OCC(=O)NCc2ccco2)ccc1O	3	-30	-5	x	4	-1	-2	x	0.5	x
CCOc1ccc2nc(SCC(=O)N(CC(C)C)c3c(N)n(Cc4ccccc4)c(=O)[nH]c3=O)[nH]c2c1	-2	5	19	x	32	-4	3	x	-0.4	x
O=C(Nc1ccc(F)cc1F)c1ccc(-n2cncn2)nc1	2	-22	16	11	11	1	1	-7	-0.4	1
CN(CC(=O)Nc1ccccc1Cl)C(=O)COC(=O)c1cnccn1	1	9	3	2	13	0	-8	-39	0.0	-2
COCCSc1nnc(NC(=O)C2CC(=O)N(c3ccccc3)C2)s1 (stereo unspecified)	4	-6	-14	-2	6	3	0	4	0.6	-3
CCOc1ccc(S(=O)(=O)N2CCC(C(=O)N3CCCC3)CC2)cc1C	-21	47	-15	-2	-3	0	-2	-1	-0.5	3
c1ccc2sc(NCC3CCCO3)nc2c1 (stereo unspecified)	-3	-151	32	0	10	-3	29	-107	3.5	0
CCOC(=O)c1ccccc1NC(=O)Cc1c(C(=O)O)n(C)c2ccccc12	3	-10	0	-4	9	-6	2	-22	-0.4	-4
O=C(COc1ccc(Cl)cc1)Nc1ccc2c(c1)CCC2	2	-30	-3	-1	0	0	-2	4	-0.5	1
CC(=O)c1cccc(NC(=O)CSc2nnc(C(C)N(C)C)n2-c2ccc(F)cc2)c1 (stereo unspecified)	0	2	-4	1	6	2	0	-6	0.2	5
COCCOC(=O)C1=C(C)NC2=C(C(=O)CCC2)C1c1cc2c(cc1Br)OCO2 (stereo unspecified)	-3	0	x	0	-2	-3	x	-28	0.2	-2

2 records drawn at random from those above:
SMILES	GSK3beta inhib	aSyn 5UTR inh	HSF1 activator	HSP90 inh	AI-2 QS modul	GSK3A inh	HSF1 inhib	KLF5 inhibitor	HIF activator	IEC-6 tox
CCOc1ccc(S(=O)(=O)N2CCC(C(=O)N3CCCC3)CC2)cc1C	-21	47	-15	-2	-3	0	-2	-1	-0.5	3
COCCSc1nnc(NC(=O)C2CC(=O)N(c3ccccc3)C2)s1 (stereo unspecified)	4	-6	-14	-2	6	3	0	4	0.6	-3

Continuation.
SMILES	GSK3beta inhib	aSyn 5UTR inh	HSF1 activator	HSP90 inh	AI-2 QS modul	GSK3A inh	HSF1 inhib	KLF5 inhibitor	HIF activator	IEC-6 tox
CCCOc1c(OC)cccc1C1CC(=O)Nc2cc(OC)c(OC)c(OC)c21 (stereo unspecified)	0	13	3	1	8	4	-1	-62	0.1	5
N#Cc1ccccc1NC(=O)COc1ccc2c(c1)OCO2	-3	-130	88*	4	14	-1	41	-90	1.0	1
CCOC(=O)c1sc(N2C(=O)C(O)=C(C(=O)c3ccco3)C2c2ccc(C)o2)nc1C (stereo unspecified)	0	-18	-3	2	17	-1	5	-28	0.8	2
Fc1ccccc1N1CCN(C2CCCN(Cc3ccccc3C(F)(F)F)C2)CC1 (stereo unspecified)	8	12	-1	-7	13	-2	-2	-13	-1.0	-4
CN(N)c1nc(C(F)(F)F)nc2ccccc12	1	27	-4	1	6	0	2	10	0.6	0
Cc1ccc(NC(=O)c2cc([N+](=O)[O-])ccc2N2CCOCC2)cc1C	3	10	2	-3	20	-1	3	-32	-0.5	6
COc1cc(CNCCc2ccccc2)cc(Cl)c1OCc1ccccc1	1	7	10	7	11	0	4	-47	0.1	5
Cc1nc2ccccc2n1CC(=O)N/N=C\c1ccccn1	5	-6	-6	4	19	-6	3	-24	0.0	-7
O=C(NCc1ccccc1)c1csc2c1CCCCC2	0	-28	-6	2	20	0	3	-36	0.1	6
O=C(NCc1cccs1)c1cccnc1C(=O)O	-1	-8	13	2	4	-1	-16	-1	-0.1	-3
O=C(COC(=O)c1ccc(S(=O)(=O)C(F)F)cc1)NC(=O)NC1CCCCC1	-4	15	-3	x	21	1	0	x	1.2	x
CCn1c(CCNC(=O)c2ccc(Cl)cc2)n[nH]c1=S	-2	-2	2	-2	17	7	-3	-11	0.0	1
Cc1ccccc1CN1C[C@@H]2C[C@@H](c3cn[nH]c3-c3ccc(F)cc3)N3CCC[C@@]23C1=O	1	-1	9	6	11	3	2	4	-0.1	6
CC1CC(C)CN(C(=O)CSc2nc(Cc3cccs3)nc3ccccc23)C1 (stereo unspecified)	5	17	19	-1	12	-1	6	6	-0.3	1
N#CCc1ccc(C(=O)c2ccccc2F)s1	0	-39	-3	1	10	-1	1	6	0.5	-2
COc1ccc(Br)cc1C(=O)Nc1ccc(N2CCN(S(C)(=O)=O)CC2)cc1	0	-2	18	0	12	1	4	6	-0.2	5
CCSC1=C(C#N)C(c2ccc(OC)c(OC)c2)CC(=O)N1 (stereo unspecified)	0	5	5	-2	0	-3	-2	-3	0.4	-4
COc1ccc(/C=N/NS(=O)(=O)c2ccccc2)cc1OC(=O)c1ccc(C)cc1	4	2	-11	0	40	-2	-2	-37	0.0	0
COc1ccccc1NC(=O)CN1CCN(c2ccccc2)CC1	-1	16	-4	5	16	1	0	4	-0.1	-3
O=C(Nc1cccc(S(=O)(=O)NC2=NCCCCC2)c1)c1cc(-c2ccncc2)nc2ccccc12	6	-12	-4	1	19	0	-5	-46	-0.2	-4
COc1ccc(/C=N/Nc2ncc(C(F)(F)F)cc2Cl)cc1OC	3	-12	2	2	21	-2	-8	-16	-0.2	-1
O=c1c2cc(NC(=S)NCCCN3CCC(Cc4ccccc4)CC3)ccc2nc2n1CCCCC2	-3	12	20	5	13	1	1	-41	-0.5	2
COc1ccc(OCC(=O)Nc2cc(NC(=O)COc3ccc(OC)cc3)cc(C(=O)O)c2)cc1	2	5	16	3	-3	-4	-4	-23	-0.2	-2
CCOc1cccc(-c2nnc(SCC(=O)Nc3cccc(OC)c3)n2N)c1	0	0	3	0	16	x	6	16	0.1	2
O=C(NNC(=O)C1CCN(S(=O)(=O)c2cccc(Cl)c2)CC1)C1CC1	1	24	0	-8	25	1	5	-4	0.3	-1
CCC1=NN(C(=O)c2ccc(Cl)cc2)C(O)(c2ccccc2)C1 (stereo unspecified)	1	18	28	3	37	-1	14	-60	-1.2	11
O=C(CC1Sc2ccccc2NC1=O)c1ccc(Br)cc1 (stereo unspecified)	5	-218	70*	-5	18	0	32	-21	3.1	-1
COc1ccc(OC)c(/C=N/c2oc(-c3ccco3)c(-c3ccco3)c2C#N)c1	1	15	15	-5	38	-1	-4	-16	0.0	-7
COC(=O)c1ccc(Oc2nc(NC(C)C)nc(N(C)C)n2)cc1	3	9	1	5	19	0	-8	-23	-0.5	3
Cn1c(=O)c2ccccc2n(CC(=O)Nc2ccc3c(c2)OCCO3)c1=O	4	-12	-4	-5	24	-5	-4	-12	0.1	5
CCOC(=O)N1CCc2c(sc(NC(=O)CN3CCN(C)CC3)c2C(=O)Nc2ccccc2)C1	2	-7	12	2	12	-4	10	-11	0.2	1
CCN(CC)S(=O)(=O)c1cccc(NC(=O)COC(=O)/C=C/c2ccco2)c1	2	4	11	1	14	-3	4	-25	-0.6	2
CCOC(=O)c1ccccc1NC(=O)COC(=O)C1CC(=O)N(CCc2ccccc2)C1 (stereo unspecified)	4	18	-4	x	7	-2	-9	x	0.1	x
O=C(CSc1nc2ccccc2s1)N1CCN(C(=O)c2ccco2)CC1	6	-4	17	0	15	-1	4	3	-0.1	-2
COc1ccc(CCNC(=O)c2nnn(CC(=O)Nc3cccc(F)c3)c2N)cc1OC	2	6	28	3	12	x	-3	4	-0.4	2
CCOC(=O)CC1COCCN1C(=O)c1cc(COc2ccc(F)c(F)c2)on1 (stereo unspecified)	-1	-37	5	1	-11	-1	10	-31	1.2	0
O=C(/C=C/c1ccc2c(c1)OCCO2)c1ccc(O)cc1	-3	-260	7	-1	-85*	1	10	-76	2.8	3
COc1ccc(NS(=O)(=O)c2cc(NC(=O)c3ccc(F)cc3)ccc2OC)cc1	-1	18	-8	-4	35	-1	-10	-18	-0.3	-2
Cc1ccc(S(=O)(=O)CNC(=S)c2cccc(Cl)c2)cc1	-1	-34	18	-2	13	-2	3	3	0.0	-8
CCN(CC)S(=O)(=O)c1cc(C(=O)OCC(=O)Nc2cccc(C)c2C)ccc1F	-2	18	-20	2	22	1	-4	14	-0.1	15
O=c1c2ccccc2nc2n1C(CSCc1ccccc1)CS2 (stereo unspecified)	-4	-3	2	0	41	1	-3	-22	-0.2	12
CCC(=O)Nc1c(C(=O)Nc2cccc(OC)c2)oc2ccccc12	-4	-123	-20	0	3	-2	13	-21	1.9	-5
O=C(Nc1cccc(F)c1)NC1(C(=O)NCC2CCCO2)CCCCC1 (stereo unspecified)	-3	7	-28	-3	2	0	-2	-14	-0.6	-2
CC1CCN(S(=O)(=O)c2ccc(S(=O)(=O)NCC(=O)C(C)(C)C)cc2)CC1	4	35	x	-3	12	-5	x	-21	-0.3	-2
N=C(N)c1ccc(/C=C/c2ccc(C(=N)N)cc2O)cc1	-10	2	-13	4	x	8	-9	-8	-0.8	2
O=C(CSc1nnc(Cc2ccsc2)o1)c1ccccc1	-5	-5	10	-4	-18	-3	2	-44	2.6	2
OC(COCC(F)(F)C(F)(F)C(F)(F)C(F)F)Cn1c2ccccc2c2ccccc21 (stereo unspecified)	1	-61	32	3	20	-1	8	-6	-0.3	9
C=Cc1ccc(Cn2nc(-c3ccc(C)cc3)ccc2=O)cc1	-3	-2	2	4	2	0	-6	-29	-0.3	3
CCn1c(SCC(=O)N2CCc3ccccc32)nc2c(c1=O)SC(C)C2 (stereo unspecified)	3	10	-33	x	49	0	-16	x	-0.4	x
O=C(CSc1nnc(-c2ccncc2)n1-c1ccc(F)cc1)NNC(=O)c1cccc(O)c1	0	3	-6	0	12	x	-5	-16	2.3	-4

Hits appear at their usual frequency (roughly 4.7% active in at least one column).
